# High-throughput results deposited in PubChem BioAssay by several laboratories.
# p97 ATPase inh: inhibitors of human p97 ATPase, primary screen, biochemical | Transitional endoplasmic reticulum ATPase (Homo sapiens), P55072 | recombinant p97 ATPase, Kinase-Glo ATP luminescence, 3 h | inhibition, % at 8 µM | 0.42% of 220,000 active; in the data active = inhibition above about 15%;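 note: 0% = DMSO vehicle and 100% = wells lacking enzyme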
# FXIIa inh 1536: human FXIIa protease inhibitors, primary screen, biochemical, 1536-well | purified FXIIa, Boc-QGR-AMC fluorogenic substrate, 2 h | inhibition, % at 5 µM | 0.3% of 220,000 active; in the data active = inhibition above about 40%;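 note: 0% = enzyme with no compound and 100% = blank without enzyme; many of its hits are not listed in these tables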
# hK5 inh: human KLK5 protease inhibitors, primary screen, biochemical, 1536-well. recombinant hK5, fluorogenic AMC substrate cleavage. inhibition, % at 5 µM. 0.59% of 210,000 active;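 active = inhibition of 40% or more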;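 note: 0% = enzyme controls without compound and 100% = no-enzyme blanks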
# Target sequence (Q9Y337 67-293 limits assumed): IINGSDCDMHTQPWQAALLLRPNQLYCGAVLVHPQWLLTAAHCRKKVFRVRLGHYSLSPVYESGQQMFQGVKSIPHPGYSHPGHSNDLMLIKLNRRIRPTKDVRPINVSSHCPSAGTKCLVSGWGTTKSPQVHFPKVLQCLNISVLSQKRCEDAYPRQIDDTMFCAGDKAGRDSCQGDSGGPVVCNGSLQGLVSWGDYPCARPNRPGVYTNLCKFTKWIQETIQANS
# PERK inhibitor: block of dimerizer-induced PERK translation repression, primary screen, PERK inhibitor project, CHO PERK-DD cells, SEAP luminescence, HTS | Eukaryotic translation initiation factor 2-alpha kinase 3 (Homo sapiens), Q9NZJ5 | CHO PERK-DD fusion, SEAP luminescence translation reporter | inhibition, % at 5.6 µM | 0.17% of 220,000 active;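 active = inhibition above the mean inhibition of all tested compounds plus 3 SD, set separately per screening campaign, cut at about 2.9% in these data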;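 note: PERK kinase domain activated by AP20187 dimerizer at 100 nM; 0% = DMSO with dimerizer and 100% = rapamycin at 8.4 µM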
# Furin inhibitor: human furin inhibitors, primary screen, biochemical, fluorescence intensity; P09958; purified furin, fluorogenic substrate cleavage; inhibition, % at 30 µM; 0.061% of 220,000 active; AID 463115, 2010; in the data active = inhibition above about 25%; note: inactives centre near -15
# Thrombin inh: human alpha-thrombin inhibitors, primary screen, counter-screen for coagulation protease inhibitor project, biochemical, 1536-well, fluorogenic AMC substrate. Prothrombin (Homo sapiens), P00734. Boc-VPR-AMC fluorogenic substrate cleavage. inhibition, % at 5 µM. 0.26% of 220,000 active. AID 1046, 2008;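 active = inhibition at or above 40%; inactive = inhibition below 40%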;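 note: 0% = enzyme with no compound and 100% = wells without enzyme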
#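 System: Human alpha-thrombin protein | Medium: pH 7.5 Tris (50 mM) with NaCl 150 mM, Tween 20 0.05% | Times: Enzyme reaction carried out at room temperature | Detection: AMC fluorescence, 355/460 nm | Evaluation: Percent inhibition scaled between no-compound controls and no-enzyme blanks | Benchmarks: Enzyme without compound as high, wells lacking enzyme as low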
# FXIa inh: human FXIa protease inhibitors, primary screen, biochemical, 1536-well; purified FXIa, Boc-Glu-Ala-Arg-AMC fluorogenic substrate; AID 798, 2007; 0.14% of 220,000 active; inhibition, % at 5 µM;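 active = inhibition of at least 40%; inactive = inhibition below 40%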;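 note: fluorescence of freed AMC excited at 355 nm; 0% = enzyme without compound and 100% = no enzyme blank; many of its hits are not listed in these tables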
# Target sequence (P03951 19-387 limits assumed): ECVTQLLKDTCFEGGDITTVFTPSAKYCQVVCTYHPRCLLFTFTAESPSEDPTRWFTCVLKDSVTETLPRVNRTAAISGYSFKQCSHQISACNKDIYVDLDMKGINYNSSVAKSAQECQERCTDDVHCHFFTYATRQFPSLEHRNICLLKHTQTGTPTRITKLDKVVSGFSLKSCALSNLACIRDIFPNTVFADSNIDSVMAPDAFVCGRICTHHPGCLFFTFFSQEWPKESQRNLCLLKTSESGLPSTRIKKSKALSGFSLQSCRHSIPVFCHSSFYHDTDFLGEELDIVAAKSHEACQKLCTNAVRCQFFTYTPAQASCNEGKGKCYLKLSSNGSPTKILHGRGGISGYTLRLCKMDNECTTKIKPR
# Target sequence (P03951 388-625 limits assumed): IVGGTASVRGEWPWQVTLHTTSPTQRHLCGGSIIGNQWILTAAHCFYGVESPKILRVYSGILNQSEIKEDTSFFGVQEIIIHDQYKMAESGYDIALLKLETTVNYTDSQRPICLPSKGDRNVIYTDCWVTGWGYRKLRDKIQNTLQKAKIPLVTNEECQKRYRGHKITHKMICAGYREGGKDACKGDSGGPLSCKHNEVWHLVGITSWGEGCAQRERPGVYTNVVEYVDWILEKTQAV
# Wee1 degr inh: Wee1 degradation inhibitors, primary screen, cell-based, HeLa, Wee1K328M-luciferase, luminescence; 1.2% of 220,000 active; AID 1321, 2008; Wee1-like protein kinase (Homo sapiens), P30291; reporter increase, % at 5 µM; HeLa Luc-Wee1K328M stability; 100% = proteasome inhibitor MG132 effect;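 active = activation above the mean of all tested compounds plus 3 SD, set per screening run, cut at about 8.8% in these data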;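 note: cells exposed to compound for 20 h before luminescence read; 0% = DMSO alone and 100% = MG132 at 30 µM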
# Cl transport mod: KCC2 cotransporter modulators, thallium flux, primary screen, cell-based, HEK293 KCC2, FluoZin-2 fluorescence, MLSMR. Solute carrier family 12 member 5 (Homo sapiens), Q9H2X9. KCC2 cells, thallium flux FluoZin-2 fluorescence. B-score of Tl+ flux slope (higher = more flux/activation; lower = inhibition) at 10 µM. 2.2% of 190,000 active;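 active = thallium flux slope and its plate-corrected score both differing from the plate sample mean at a set confidence after two filtering rounds, in either direction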;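 note: slope of fluorescence scaled to starting intensity during 10 to 20 s after thallium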
# Starred values were filed as active, the others as inactive; / = no result given; [ ] = another dose, or the depositor's remark. No enrichment for hits, and some 4.4% of all compounds hit somewhere here.
# Letters – A = p97 ATPase inh; B = FXIIa inh 1536; C = hK5 inh; D = PERK inhibitor; E = Furin inhibitor; F = Thrombin inh; G = FXIa inh; H = Wee1 degr inh; I = Cl transport mod
> S=c1[nH]nc(Cc2ccc(Cl)cc2)o1
  A = 5 | B = 8 | C = 0 | D = 0.8 | E = -36 | F = 1 | G = 0 | H = 1 | I = -4.3
> CCOc1ccc(C(=O)N/N=C/c2c(C)[nH]c(=O)[nH]c2=O)cc1
  A = 1 | B = 5 | C = -16 | D = -1.0 | E = -16 | F = -1 | G = -1 | H = -3 | I = -0.37
> COc1ccc(C2C3=C(CCCC3=O)Nc3ccc4ncccc4c32)cc1OC (stereo unspecified)
  A = 1 | B = 5 | C = -16 | D = 1.2 | E = -2 | F = 3 | G = 0 | H = -2 | I = -1.3
> O=S(=O)(c1ccc(F)c(Cl)c1)N1CCCC1
  A = -1 | B = 10 | C = 11 | D = 0.9 | E = -13[20 µM] | F = 0 | G = -1 | H = -2 | I = /
> COc1ccc(C(=O)Nn2cnnc2)cc1
  A = 3 | B = 2 | C = -7 | D = -0.3 | E = -12[20 µM] | F = -2 | G = -1 | H = -2 | I = /
> COC(=O)c1scc(C)c1N/N=C(\C)c1ccc(F)cc1F
  A = 1 | B = 10 | C = -20 | D = 0.1 | E = -10[20 µM] | F = -1 | G = -4 | H = 4 | I = /
> CCCc1cc(=O)[nH]c(SCc2cccnc2)n1
  A = 7 | B = 8 | C = -10 | D = 0.6 | E = 25[20 µM] | F = 2 | G = 6 | H = 1 | I = -0.28
> Cc1nn(-c2ccc(Cl)c(Cl)c2Cl)c(=O)c2ccccc12
  A = -4 | B = 0 | C = -4 | D = 0.6 | E = -12[20 µM] | F = -6 | G = -11 | H = -2 | I = -3.4
> Cc1nc(N)nc(Nc2ccc(Cl)cc2)c1Br
  A = 2 | B = 22 | C = -7 | D = 0.4 | E = -19[20 µM] | F = 2 | G = 2 | H = -2 | I = /
> O=C1C2ON(c3ccccc3)C(c3ccncc3)C2C(=O)N1c1ccccc1 (stereo unspecified)
  A = 0 | B = 11 | C = -6 | D = 2.3 | E = -8 | F = 1 | G = 3 | H = 2 | I = -0.043
> Cc1cc(NCCN2CCCCC2)n2c(nc3ccccc32)c1C#N
  A = 4 | B = -37 | C = 2 | D = 0.6 | E = -27[20 µM] | F = 0 | G = -5 | H = 0 | I = /
> O=C(C(=O)N1CC=C(c2ccccc2)CC1)c1c[nH]c2ccccc12
  A = 0 | B = 8 | C = -10 | D = -1.2 | E = -9 | F = -5 | G = 6 | H = -2 | I = -2.6
> ClC1(Cl)CC1CSc1nc2ccccc2[nH]1 (stereo unspecified)
  A = 5 | B = -4 | C = -5 | D = 0.2 | E = -23 | F = -1 | G = 0 | H = 1 | I = -1.3
> O=c1[nH]c(CN2CCCCC2)nc2c1C1(CCCCC1)Cc1ccccc1-2
  A = -8 | B = -5 | C = -28 | D = -0.3 | E = -12[20 µM] | F = -11 | G = -2 | H = 0 | I = -0.77
> COCCN1Cc2cccc(C(=O)Nc3ccc(-c4nc5ccccc5[nH]4)cc3)c2C1=O
  A = 3 | B = 15 | C = 6 | D = -0.3 | E = -12 | F = -3 | G = 5 | H = -3 | I = 0.07
> COc1ccc(NC(=O)CCN2CC(C)OC(C)C2)c(OC)c1 (stereo unspecified)
  A = 0 | B = 2 | C = 5 | D = -0.1 | E = -28[20 µM] | F = -4 | G = -2 | H = -1 | I = 0.54
> COc1ccc(C(=O)NC2CCN(C(=S)Nc3ccccc3)CC2)cc1
  A = -2 | B = 5 | C = -3 | D = 0.1 | E = -22 | F = -8 | G = -5 | H = -3 | I = 0.22
> O=C(OCC(=O)N1CCN(C(=O)c2ccco2)CC1)c1cc(-c2ccc(Cl)c(Cl)c2Cl)nc2ccccc12
  A = -2 | B = -7 | C = -24 | D = -1.3 | E = -19[20 µM] | F = -10 | G = 0 | H = 3 | I = 0.32
> Cc1cccc(/C(N)=N/OC(=O)c2ccc(Cl)cc2Cl)c1
  A = 4 | B = 14 | C = -18 | D = 0.6 | E = -10 | F = 0 | G = 2 | H = 4 | I = -0.48
> CCCCn1c(N)nc2ccccc21
  A = -2 | B = 4 | C = -1 | D = -0.6 | E = -17[20 µM] | F = -3 | G = -11 | H = 0 | I = /
> CCN1C(=O)c2cccc3c(NC(=O)c4ccc(S(=O)(=O)N5CCOCC5)cc4)ccc1c23
  A = 5 | B = 15 | C = -10 | D = 0.5 | E = -14 | F = 4 | G = 2 | H = 1 | I = -2.5
> Cc1ccc(Nc2n[nH]c(C)c2[N+](=O)[O-])cc1
  A = 3 | B = 4 | C = -2 | D = 0.2 | E = -13 | F = 3 | G = -4 | H = 1 | I = -1
> O=C1OCC(c2ccccc2)=C1c1ccc(S(=O)(=O)N2CCOCC2)s1
  A = 4 | B = 30 | C = -9 | D = 0.0 | E = -6 | F = 4 | G = 19 | H = 2 | I = /
> Cn1ncc(Br)c1C(=O)NCc1cccs1
  A = 3 | B = 8 | C = 7 | D = -0.3 | E = -1[20 µM] | F = -5 | G = -1 | H = 21* | I = 0.43
> CCOC(=O)C1=C(N)OC2=C(C(=O)CC(C)(C)C2)C1c1ccc(CC)s1 (stereo unspecified)
  A = 4 | B = 9 | C = -2 | D = 1.2 | E = -25 | F = -3 | G = 6 | H = -2 | I = -0.68

# Going on with the list.
# Letters – A = p97 ATPase inh; B = FXIIa inh 1536; C = hK5 inh; D = PERK inhibitor; E = Furin inhibitor; F = Thrombin inh; G = FXIa inh; H = Wee1 degr inh; I = Cl transport mod
> CCCN(CCC)CCCNC(=O)c1cn(CCOC)c(=O)c2c1c1ccccc1n2C
  A = 0 | B = 11 | C = -1 | D = -0.8 | E = -57 | F = -1 | G = 3 | H = 0 | I = /
> COCCNC(=O)CCc1c(C)nc2nc(-c3cc(OC)cc(OC)c3)nn2c1C
  A = 2 | B = -1 | C = -11 | D = 1.2 | E = -17 | F = -6 | G = -6 | H = 2 | I = -0.19
> O=C(CCCOc1ccccc1)Nc1cccc([N+](=O)[O-])c1
  A = 6 | B = 5 | C = -1 | D = 1.6 | E = -30 | F = 8 | G = -1 | H = -1 | I = -1.9
> Cc1nc2cc(N3CCN(C)CC3)c(NC(=O)Cc3ccccc3)cc2c(=O)n1Cc1ccccc1
  A = -5 | B = 7 | C = -16 | D = -0.9 | E = -12 | F = -22 | G = -12 | H = 9 | I = -0.51
> COc1cc(C2C(C#N)=C(N)Oc3c2ccc2ccccc32)ccc1OCC(=O)Nc1ccccc1C (stereo unspecified)
  A = 0 | B = 1 | C = 5 | D = 1.2 | E = -14[20 µM] | F = 3 | G = 7 | H = -1 | I = /
> CC(C)C1Cc2c(sc3c2c(=O)n(-c2ccccc2)c2nncn32)CO1 (stereo unspecified)
  A = 3 | B = / | C = / | D = 0.1 | E = -26[20 µM] | F = / | G = / | H = 2 | I = 1.5
> CC1N/C(=C\C(=O)c2ccccc2)N(O)C1(C)C (stereo unspecified)
  A = 0 | B = -2 | C = -13 | D = 0.1 | E = -16 | F = -3 | G = -7 | H = -1 | I = -0.12
> CCN(CC)S(=O)(=O)c1ccc(C2CNC(=O)C2)cc1 (stereo unspecified)
  A = -3 | B = 14 | C = -2 | D = 0.7 | E = -21 | F = -3 | G = 4 | H = 1 | I = 0.69
> CSc1nc(SCC(=O)NCc2ccco2)c2c3c(sc2n1)CN(C)CC3
  A = 3 | B = 11 | C = -35 | D = 0.1 | E = -11 | F = 5 | G = 4 | H = 2 | I = /
> CC(Cc1ccccc1)C(=O)NCc1ccncc1 (stereo unspecified)
  A = 6 | B = 13 | C = -10 | D = 1.5 | E = -13 | F = -1 | G = 5 | H = -1 | I = 1.7
> O=c1oc2ccccc2c(N2CCCC2)c1[N+](=O)[O-]
  A = 4 | B = 2 | C = -8 | D = 0.5 | E = -9 | F = -26 | G = -11 | H = -3 | I = 0.006
> O=C(c1cccc(Cl)c1)N1CCC(=O)N(C(COCc2ccccc2)Cc2ccccc2)CC1 (stereo unspecified)
  A = 0 | B = 10 | C = -4 | D = -0.5 | E = -14 | F = -2 | G = 1 | H = -1 | I = -1.6
> COCCOc1ccc(C(F)(F)F)cc1NC(=O)c1ccc(F)cc1
  A = 0 | B = 11 | C = 9 | D = 0.8 | E = -12 | F = -1 | G = 3 | H = -2 | I = 1.3
> CCn1c(SCC(=O)NCc2ccc3c(c2)OCO3)nnc1-c1ccncc1
  A = 7 | B = 3 | C = -5 | D = 0.9 | E = -23 | F = -3 | G = -4 | H = -3 | I = 1.7
> CCc1nnc(NC(=O)CSc2nnc(COc3ccccc3)n2Cc2ccccc2)s1
  A = 6 | B = 3 | C = 2 | D = 1.1 | E = -21 | F = -6 | G = -9 | H = -1 | I = 1.1
> CCOc1cc2[nH]c(=S)n(CCC(=O)NCc3ccco3)c(=O)c2cc1OCC
  A = 1 | B = 3 | C = -3 | D = 0.3 | E = -25 | F = -1 | G = -1 | H = -1 | I = -0.28
> CCOc1ccccc1NC(=O)Nc1ccon1
  A = 11 | B = 3 | C = 0 | D = 0.3 | E = -15 | F = -10 | G = 0 | H = 1 | I = -1.5
> O=C(COC(=O)CNC(=O)c1cccc(F)c1)NCCC1=CCCCC1
  A = 1 | B = 1 | C = -8 | D = 0.6 | E = -8 | F = -11 | G = -6 | H = -2 | I = -1.5
> CCN(CC)S(=O)(=O)c1ccc(N2CCOCC2)c(NC(=O)c2ccc3ccccc3c2)c1
  A = -3 | B = 3 | C = -10 | D = -0.2 | E = -8 | F = -3 | G = 5 | H = 0 | I = -0.68
> Cc1nc(Cl)c2c(n1)N(CC(N)=O)C(=O)CO2
  A = 6 | B = 9 | C = -11 | D = 0.9 | E = -28 | F = -5 | G = 9 | H = -3 | I = -0.1
> Cc1ccccc1OCCCC(=O)Nc1ccc(Br)cc1
  A = -4 | B = 3 | C = -21 | D = -0.8 | E = -25[20 µM] | F = 0 | G = 1 | H = 1 | I = /
> COc1ccc2ccccc2c1CNc1nnnn1C
  A = 5 | B = 6 | C = 1 | D = 1.1 | E = -21 | F = -9 | G = 2 | H = 0 | I = -0.93
> C/C(=C\C(=O)c1ccc(Cl)cc1)NCc1ccc2c(c1)OCO2
  A = -3 | B = 17 | C = 8 | D = 1.0 | E = -11 | F = 7 | G = 1 | H = -3 | I = -1.5
